S3 lipid droplet = qHTS Assay for Lipid Storage Modulators in Drosophila S3 Cells | Drosophila S3 cells, BODIPY lipid droplet fluorescence, 18-24 h; cells fed with added oleic acid | lipid storage change, negative = inhibition, % at the top dose, mostly 46.1 µM; hits show Potency in µM | 320,000 compounds, 0.64% hits | AID 2685, 2010; active means well fitted inhibition curve with a large enough effect in the signal ratio, with a control signal flat, not every such curve was filed as active; inconclusive means small, poorly fitted or top-dose-only effect, or effect the other way, or a change in a side signal; the % refers to the signal ratio
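Drosophila S3 cells got compounds at several concentrations plus oleic acid (400 uM solution). Laser-scanning cytometry with 488 nm excitation read lipid droplets at 500-530 nm and cells at 575-640 nm. Percent activity was relative to 20 uM Triacsin C.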
S3 lipid droplet cell count max = second read-out of S3 lipid droplet, no call of its own (marks repeat the call); cell number change, %; measured here: cell count max response;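 cells counted by Cell Tracker Red CMTPX staining in the red channel; peak over a dose series mostly up to 46.1 µM; percent activity relative to internal control wells on each plate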
* = called active by the depositor; i = inactive; ? = inconclusive; . = not tested or not shown; [ ] = remark or other dose. On the % scale 0 is the no-effect control and ±100 the full control effect; potency means the concentration at half of the fitted maximal effect.

molecule	S3 lipid droplet	S3 lipid droplet cell count max
COc1cccc(NC(=O)C2C3CCC4C(CCC32)C4(Cl)Cl)c1 (stereo not given)	?	.
CCn1c(CNC(=O)c2ccc(OC)c(OC)c2)nnc1SCC(=O)Nc1ccc(OC)cc1	-1%	30
C=CCN=C1CC(C)(C)C(C(=O)OC)C(O)=C1C(=O)CCC (stereo not given)	?	.
CN(C)CCCCOc1ccc(F)cc1	-1%	8
CCOC(=O)C(C)Sc1ncc(-c2ccc(Cl)cc2)cn1 (stereo not given)	?	.
COc1cc(NC(=O)c2ccc(C)cc2)ccc1NC(=O)c1cc2ccccc2o1	?	.
O=C(NCc1ccc(Cl)cc1)c1cccnc1	11%	-12
CN(CC(=O)Nc1c(Cl)cccc1Cl)C(=O)c1cccc(-n2cccc2)c1	?	.
COc1ccc(-c2ccc(C(=O)C3CC3)cc2)cc1	14%	15
CN(C)C(=O)N1CCCC(C(=O)NCc2cccs2)C1 (stereo not given)	?	.
COc1ccc(CC(NC(C)=O)C(=O)NC2CCN(C(=O)c3cnccn3)CC2)cc1 (stereo not given)	1%	16
N#CC(c1cccc(Cl)c1)c1ccc2c(C(F)(F)F)cc(C(F)(F)F)nc2n1 (stereo not given)	?	.
N#CC12COC3(CCCCC3C1(C#N)C#N)OC2=N (stereo not given)	i	4
Cc1ccnc(NC(=O)c2ccc(S(=O)(=O)N3CCCC3)cc2)c1	29%	.
COc1ccc(C2=NN(c3ccc(C(=O)O)cc3)C(c3ccc(OC)c(OC)c3)C2)cc1 (stereo not given)	?	.
O=C(O)c1cccc(NC(=S)NC(=O)c2ccc(-c3ccccc3)cc2)c1	i	-25
COc1ccc(OC)c(S(=O)(=O)N2CCN(c3ncccn3)CC2)c1	?	.
Cc1nnsc1C(=O)Nc1ccc(S(=O)(=O)N2CCCC(C)C2)cc1 (stereo not given)	?	.
N/C(=N\OC(=O)/C=C/c1ccccc1)c1ccccc1	?	.
Cc1cccc(N2CCN(c3nc4ccccc4n4cnnc34)CC2)c1C	8%[9.22 µM]	7
COc1ccc(N2CCN(C(=O)CCCCn3c(=O)[nH]c4ccsc4c3=O)CC2)cc1	20%	.
Cc1ccccc1-n1c(SCC(=O)N2CCCC2)nnc1-c1ccccn1	?	.
CCOC(=O)Cc1csc(SC(C)C(=O)NCC(=O)Nc2ccc(F)c(F)c2F)n1 (stereo not given)	10%	3
COc1ccc(OC)c(CN2CCN(Cc3cc(OC)c(OC)c(OC)c3)CC2)c1	?	.
CCOC(=O)c1sc2ncnc(N3CCN(c4ccc(OC)cc4)CC3)c2c1C	17%	-5
O=S(=O)(Nc1ccc(Cc2ccncc2)cc1)c1ccc(Cl)c(Cl)c1	1%	-14
COc1ccccc1N1CCN(C(=O)COc2ccc(Cl)cc2Br)CC1	8%	-24
Cc1ccc(S(=O)(=O)Nc2cccc(C(=O)NCC3CCCO3)c2)cc1F (stereo not given)	?	.
CCCCC1CCC(C(=O)N(CCCC)c2c(N)n(CCCC)c(=O)[nH]c2=O)CC1 (stereo not given)	?	.
O=C1CC(N2CCN(CCc3ccccn3)CC2)C(=O)N1c1ccc(Cl)cc1 (stereo not given)	-10%	-15

Whole records, looked up by structure.
Listed for COc1ccc(OC)c(S(=O)(=O)N2CCN(c3ncccn3)CC2)c1 = S3 lipid droplet = ?; S3 lipid droplet cell count max = .
Listed for Cc1nnsc1C(=O)Nc1ccc(S(=O)(=O)N2CCCC(C)C2)cc1 (stereo not given) = S3 lipid droplet = ?; S3 lipid droplet cell count max = .
Listed for COc1ccccc1N1CCN(C(=O)COc2ccc(Cl)cc2Br)CC1 = S3 lipid droplet = 8%; S3 lipid droplet cell count max = -24

(more compounds)
molecule	S3 lipid droplet	S3 lipid droplet cell count max
Cc1ccc(C)c(NC(=O)CCN2C(=O)[C@@H]3Cc4ccccc4CN3C2=O)c1	?	.
CCCc1cc2nnc(SCC(=O)N(C)C3CCCCC3)n2c(N)n1	?	.
O=C(Nc1ccc2c(c1)CCC2)c1c(F)cccc1Cl	-8%	26
Cc1cc(N2CCN(C)CC2)nc(N2CCOCC2)n1	?	.
N#Cc1nc(-c2ccccc2Cl)oc1NCc1ccco1	i	.
COc1ccc(COC(=O)C2CCN(S(=O)(=O)c3ccc(F)cc3)CC2)cc1	?	.
NC(=O)C(c1ccccc1)c1ccc(C(=O)c2ccccc2)cc1 (stereo not given)	?	.
Cc1cccc(NC(=O)CN2C(=O)N/C(=C/c3cc(C)n(-c4cccnc4)c3C)C2=O)c1	0%	-14
O=C(c1cccc(S(=O)(=O)N2CCc3ccccc3C2)c1)N1CCN(c2ccc(O)cc2)CC1	23%	16
Cn1c(NNC(=O)c2cccc3ccccc23)cc(=O)n(C)c1=O	?	.
COC(=O)c1c(N2C(=O)CC(Sc3ccccc3C(=O)O)C2=O)sc(C)c1C (stereo not given)	-26%	11
CC(C)(CNC(=O)C1CCN(S(=O)(=O)c2cc([N+](=O)[O-])ccc2Cl)CC1)N1CCOCC1	14%[0.0737 µM]	-2
O=C(NC1(C(F)(F)F)NC(=O)N(Cc2cccnc2)C1=O)c1ccccc1Cl (stereo not given)	-10%	10
COc1ccc(OC)c(C2C=C(c3ccc(C)c(C)c3)Nc3nnnn32)c1 (stereo not given)	?	.
CCN1CCN(C(=O)c2ccc3c(=O)n(C4CCCC4)c(=S)[nH]c3c2)CC1	?	.
NC(=O)CC(NC(=O)Cc1cccc2ccccc12)c1ccc(NCc2ccccc2)c([N+](=O)[O-])c1 (stereo not given)	8%	12
CCc1cccc(CC)c1-n1c(SCn2nnc3ccccc3c2=O)nnc1-c1cccnc1	?	.
COc1ccccc1CN1CCNC(=O)C1CC(=O)N(C)Cc1ccon1 (stereo not given)	25%	8
Cc1ccc(C)c(N(C(=O)c2ccco2)C(C(=O)NC2CCCC2)c2ccco2)c1 (stereo not given)	?	.
COCc1c(C(=O)N/N=C/c2c[nH]c3ccccc23)nnn1-c1nonc1N	0.16µM*	-1.4*
Cc1ccc(C)c(S(=O)(=O)N/N=C/c2ccc(F)cc2)c1	0%	-20
Cc1ccc2ccc(S(=O)(=O)NCc3ccco3)cc2c1	?	.
COc1cccc(CN2CC(C(=O)NCCCn3ccnc3C)CCC2=O)c1 (stereo not given)	-5%	0
CSCCC(NC(=O)c1ccccc1)C(=O)Nc1ccc(NC(C)=O)cc1 (stereo not given)	18%	4
CN(C)S(=O)(=O)c1ccc(N2CCCC2)c(C(=O)NNC(=O)COc2ccccc2Cl)c1	?	.
COc1ccc(Cl)cc1C(=O)Nc1ccc(NC(=O)c2ccco2)cc1	?	.
O=C(NCc1ccccn1)c1ccc(=O)oc1	?	.
Cc1[nH]nc(N=CC2=C(O)CC(c3ccco3)CC2=O)c1-c1ccccc1 (stereo not given)	?	.
O=C(c1ccccc1Cl)N(Cc1ccc(Br)cc1)N1C(=O)CCC1=O	?	.
COC(=O)c1ccc(C23CC4(C2)[C@H](CN(C)[C@@H]4c2ccccc2)C3c2ccccc2)cc1 (stereo not given in full)	-1%	-18

Some of the entries so far, with each value named.
COc1ccc(Cl)cc1C(=O)Nc1ccc(NC(=O)c2ccco2)cc1
  S3 lipid droplet: ?
  S3 lipid droplet cell count max: .
COC(=O)c1ccc(C23CC4(C2)[C@H](CN(C)[C@@H]4c2ccccc2)C3c2ccccc2)cc1 (stereo not given in full)
  S3 lipid droplet: -1%
  S3 lipid droplet cell count max: -18
CCc1cccc(CC)c1-n1c(SCn2nnc3ccccc3c2=O)nnc1-c1cccnc1
  S3 lipid droplet: ?
  S3 lipid droplet cell count max: .
NC(=O)CC(NC(=O)Cc1cccc2ccccc12)c1ccc(NCc2ccccc2)c([N+](=O)[O-])c1 (stereo not given)
  S3 lipid droplet: 8%
  S3 lipid droplet cell count max: 12

Following part
Order of values: S3 lipid droplet, S3 lipid droplet cell count max
O=C(CSc1nnc(CNC(=O)c2cccs2)o1)Nc1ccccc1F
→ i, 1
CC(Sc1n[nH]c(N)n1)C(=O)NC1CCCCC1C (stereo not given)
→ ?, .
O=C(NCCN1C(=O)S/C(=C\c2ccccc2F)C1=O)C1CCCN1C(=O)c1cccs1 (stereo not given)
→ ?, .
COc1cccc(NC(=O)c2ncc(Cl)c(Cl)c2Cl)c1
→ ?, .
COc1ccc(-c2ccc(C(C)=O)cc2)cc1[C@H]1[C@H]2C=CC[C@@H](C)[C@@H]2C(=O)N1Cc1ccccc1
→ ?, .
CC1(C)N=C(N)N=C(N)N1c1ccc(OCCCOc2ccccc2)c(Cl)c1
→ 9%, 10
COc1ccc(/C=C(\C#N)C(=O)Nc2cc(C)c(Cl)cc2OC)cc1O
→ -1%, -14
CCOC(=O)/C(C#N)=C/C=C1/C=CC=CN1C
→ 1%, 8
COc1ccccc1NC(=O)/C(C#N)=C/c1ccc(OCCN2CCOCC2)c(OC)c1
→ 8%, 15
COc1ccc(Cn2c(C(C)C)nc3sc4ccccc4c(=O)c3c2=O)cc1
→ ?, .
CC1(C)CC2CC(C)(CN2S(=O)(=O)c2ccc(C(=O)Nc3ccc(S(=O)(=O)N4CCOCC4)cc3)cc2)C1 (stereo not given)
→ ?, .
Nc1ccc(-c2nc3ccccc3s2)cn1
→ ?, .
COc1cccc(S(=O)(=O)NCc2ccc(C(=O)Nc3cccc(Cl)c3)cc2)c1
→ ?, .
COC(=O)c1sc(-c2ccccc2)cc1NC(=O)c1cc(OC)cc(OC)c1
→ ?, .
c1ccc(CN2CCN(c3nc4ccccc4s3)CC2)cc1
→ ?, .
COc1cc(CNCCc2c[nH]c3ccccc23)cc(Cl)c1OCC(N)=O
→ 23%, 6
CCCc1nnc(NC(=O)CC(=O)Nc2ccccc2C(=O)O)s1
→ ?, .
COc1ccc(OCC(=O)Nc2cc3c(cc2C(=O)O)OCCCO3)cc1
→ ?, .
O=C1Nc2cc(C(=O)N3CCC(N4CCCCC4)CC3)ccc2S/C1=C\c1ccccc1
→ ?, .
O=C(Nc1ccc(Cl)cc1Cl)N1CCN(c2ncccn2)CC1
→ 5%, 8
COc1ccc2c(c1)CCc1c(C(=O)NC3CCCCC3)noc1-2
→ -22%, -8
CCCCN(C(=O)c1ccc(N(C)S(=O)(=O)c2ccc(C)cc2)cc1)c1c(N)n(CCCC)c(=O)[nH]c1=O
→ ?, .
COc1ccc(C(=O)N[C@H](C(=O)OCc2cc(=O)oc3cc(C)ccc23)C(C)C)cc1
→ ?, .
O=C(O)CN1CCN(Cc2ccccc2)C1=O
→ ?, .
O=C(c1ccc(F)cc1F)N1CCCN(c2nc(-c3ccccc3)ns2)CC1
→ 11%, 8
CC(C)c1nc2sc3c(c2c(=O)n1N)CC(C)(C)OC3
→ -47%, -58
N=C1c2ccccc2CN1c1ccc(N2CCOCC2)c(S(=O)(=O)Nc2ccc(Cl)cc2)c1
→ ?, .
CCOC(=O)C(NC(=O)CC(C)C)(Nc1cc(C)on1)C(F)(F)F (stereo not given)
→ ?, .
Cc1ccccc1N=Nc1c(C)[nH]n(C(N)=S)c1=O
→ ?, .
COc1cc(OC)cc(N2CC(C)(C)C2=O)c1
→ ?, .
CCOc1ccc(NC(=O)COC(=O)c2ccc3c(c2)OCO3)cc1
→ ?, .
Cc1cccc(-n2c(Cc3ccccc3)nnc2SCc2ccc([N+](=O)[O-])cc2)c1
→ ?, .
COc1ccc(C(=O)N2CCN(S(=O)(=O)c3ccc4c(c3)OCCO4)CC2)cc1OC
→ ?, .
CCOc1ccc(S(=O)(=O)N2CCC(C(=O)NCc3ccccn3)CC2)cc1
→ i, 3
CCCC(=O)N1CCc2cc(-c3nc(N)sc3C)ccc21
→ ?, .
Cc1ccc(C(=O)NC2CCN(Cc3ccccc3)CC2)cc1S(=O)(=O)N1CCOCC1
→ 23%, -5
O=C(CCc1ccccc1Cl)Nc1ccc(S(=O)(=O)Nc2nccs2)cc1
→ ?, .
CC(=O)Nc1ccc2nc(NC(=O)COc3ccccc3C)sc2c1
→ -2%, 5
Cc1c(Cl)cccc1NC(=S)N(C)CCC#N
→ ?, .
Cc1ccccc1OCc1nnc(SCC(=O)O)n1Cc1ccccc1
→ ?, .
Cc1cnc(C(=O)OCC(=O)N2CCc3ccccc3C2)cn1
→ -1%, 0
Cn1c(=O)c2c(SCC(N)=O)nc(CC(C)(C)C)nc2n(C)c1=O
→ 25%, .
Nc1cc(=O)[nH]c(=S)n1-c1ccccc1
→ ?, .
COc1ccc(-n2c(=O)c3ccccc3n(CC(=O)Nc3cc(C)on3)c2=O)cc1OC
→ ?, .
CCc1ccc(NC(=O)c2ccnc(C(C)(C)C)c2)cc1
→ -2%, -23
CN(CC(=O)Nc1ccccc1Br)C(=O)CNC(=O)Cc1cccc2ccccc12
→ ?, .
Cc1ccc(Cl)cc1NC(=O)Nc1cccs1
→ ?, .
CSc1nc(O)c(C(c2ccc(O)cc2)c2c(O)nc(SC)[nH]c2=O)c(=O)[nH]1
→ 28%, 15
CN(C)CCNC(=O)c1sc2cccc(F)c2c1Cl
→ -1%, 2
O=C(O)c1sccc1Oc1ccc(NS(=O)(=O)c2cccc(F)c2)cc1
→ 9%, -2
COC(=O)C1CCCN1C(C(=O)NC1CCCCC1)c1ccc(Cl)cc1 (stereo not given)
→ 12%, 0
Cc1ccc(C)c2c(SC(C)C(=O)NCc3ccco3)nc(-c3ccccc3)nc12 (stereo not given)
→ 4%, 1
Cc1ccc(NC(=S)Nc2nc(CC(=O)Nc3ccccc3)cs2)cc1
→ -8%, -22
N#Cc1nc(-c2ccccc2Cl)oc1N1CCOCC1
→ -13%, -12
COc1ccc(/C=C(\NC(=O)c2cccs2)C(=O)Nc2ccccc2C)cc1OC
→ ?, .

Source: PubChem (National Center for Advancing Translational Sciences (NCATS))

Some of the compounds tested, so the mix of outcomes need not match the whole.
